Source: PubChem
Tn6 DDE FP – inhibitors of Tn6 peptide binding to human fibrin DD(E) | inhibition, % at 8.3 µM | 0.21% of 370,000 active | P02675 | Fibrin DD(E) TRITC-Tn6 fluorescence polarization displacement;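 active means inhibition above a per-campaign cutoff: mean of compounds within control limits plus 3 SD, cut at about 15% in these data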;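 further: 0% = median of all compound wells on the plate and 100% = blocking peptide control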
PLCg1 inh – blocks human PLC-gamma1 enzyme activity; P19174; purified PLC-gamma1, fluorogenic substrate, fluorescence; inhibition, % at 12.2 µM; 0.84% of 370,000 active; in the data active means inhibition above about 9.5%
MBD2 inh – inhibitors of human MBD2 binding to methylated oligonucleotide; TR-FRET; inhibition, % at 4.4 µM; Q9UBB5; 0.31% of 370,000 active; AID 686964; in the data active means inhibition above about 13%
Target sequence (Q9UBB5 whole entry, looked up): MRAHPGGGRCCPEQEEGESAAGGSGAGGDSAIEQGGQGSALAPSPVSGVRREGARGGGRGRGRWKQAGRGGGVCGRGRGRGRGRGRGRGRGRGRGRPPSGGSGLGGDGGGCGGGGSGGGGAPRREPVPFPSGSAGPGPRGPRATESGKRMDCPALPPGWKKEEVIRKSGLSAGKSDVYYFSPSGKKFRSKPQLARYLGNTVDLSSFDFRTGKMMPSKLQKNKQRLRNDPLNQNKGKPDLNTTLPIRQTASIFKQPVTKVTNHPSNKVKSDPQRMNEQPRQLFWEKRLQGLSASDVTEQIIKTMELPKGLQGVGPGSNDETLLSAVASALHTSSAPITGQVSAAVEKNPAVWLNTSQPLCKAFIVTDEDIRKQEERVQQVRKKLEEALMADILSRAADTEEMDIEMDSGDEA
ASAP1 GAP inh – inhibitors of human ASAP1 ArfGAP activity; ASAP1-stimulated ARF1 GTP hydrolysis, GDP FP detection; 0.19% of 360,000 active; inhibition, % at 16.5 µM; AID 624377; in the data active means inhibition above about 25%;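 further: 0% = vehicle with enzyme and substrate and 100% = no enzyme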
PLCb3 inh – inhibitors of human phospholipase C beta3; AID 720704; Q01970; 0.18% of 370,000 active; Purified PLC-beta3, fluorogenic substrate, fluorescence; inhibition, % at 12.2 µM; in the data active means inhibition above about 11%;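 further: 0% = median of compound wells on plate and 100% = full blocker control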
KLK7 zymogen act – proKLK7 (human) activation, primary screen. purified proKLK7, EDANS-DABCYL substrate fluorescence; 100% is mature enzyme control, 0% vehicle. activation, % at 7 µM. 0.9% of 370,000 active. AID 652039;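 active means activation above the mean of all tested compounds plus 3 SD, computed per campaign excluding outliers beyond control limits, cut at about 13% in these data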
Target sequence (P49862 whole entry, looked up): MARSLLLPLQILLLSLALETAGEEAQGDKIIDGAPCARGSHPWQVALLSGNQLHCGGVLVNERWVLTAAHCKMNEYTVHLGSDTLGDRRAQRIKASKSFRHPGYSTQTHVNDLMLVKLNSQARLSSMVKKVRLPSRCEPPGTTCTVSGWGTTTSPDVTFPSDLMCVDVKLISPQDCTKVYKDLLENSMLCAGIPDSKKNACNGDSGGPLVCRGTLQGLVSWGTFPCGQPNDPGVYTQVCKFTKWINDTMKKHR
ADAM17 inh – ADAM17 inhibition, QFRET primary screen; P78536; recombinant ADAM17, EDANS/DABCYL FRET peptide cleavage; inhibition, % at 6.95 µM; 0.83% of 370,000 active; AID 720648;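 active means inhibition above the mean of compounds lying between control limits plus 3 SD, set per campaign, cut at about 8.5% in these data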;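 further: 0% = DMSO-only wells as the low control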
Tn7 DDE FP – DD(E)-Tn7 binding inhibition, primary FP screen; FP displacement of FITC-Tn7 peptide from fibrin DD(E); 0% = median of compound wells per plate; inhibition, % at 8.3 µM; 0.13% of 370,000 active;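 active means inhibition above the mean of compounds falling within the control limits plus 3 SD of them, cut at about 14% in these data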;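 further: 0% = plate median of compound wells and 100% = 10 µM Aha-Tn7 peptide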
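Measure: % inhibition scaled between sample-field median and high-control FP; Test system: human fibrin DD(E); Quantity: 2 µM final DD(E) protein; Doses: one dose, 8.3 µM nominal; Schedule: compound with protein 10 min, then 3 h after probe, room temperature; Detection: fluorescence polarization; Medium: Tris buffer with calcium and detergent, pH 7.8.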
UHRF1 MBD2 ctr – UHRF1 methyl-DNA binding inhibition; UHRF1 binding to methylated oligo, TR-FRET; Q96T88; AID 687016; 0.75% of 370,000 active; inhibition, % at 4.4 µM; in the data active means inhibition above about 21%;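 further: UHRF1 SRA domain binding a hemimethylated CpG hairpin DNA probe; 0% = median of test compound wells and 100% = reference inhibitor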
ARFGAP1 inhibitor – inhibits rat ARF GTPase activating protein 1. Q62848. Arfgap1-stimulated ARF1 GTP hydrolysis, GDP FP detection. inhibition, % at 16.5 µM. 0.26% of 360,000 active. AID 651572;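 active means inhibition above a per-plate limit, mean inhibition of low control wells plus 3 SD, cut at about 25% in these data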;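 further: 0% = DMSO wells with enzyme and 100% = wells lacking Arfgap1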
Target sequence (Q62848 1-136 limits assumed): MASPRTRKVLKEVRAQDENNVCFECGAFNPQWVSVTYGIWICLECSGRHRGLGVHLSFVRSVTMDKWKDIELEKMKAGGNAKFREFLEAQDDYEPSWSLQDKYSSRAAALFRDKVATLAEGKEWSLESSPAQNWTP
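Material: rat Arfgap1 GAP domain (His6, aa 1-136), purified enzyme. Also added: human ARF1(Δ1-17)-GTP substrate. Compound dosing: 16.5 µM single point, 1.26% DMSO. Timing: enzyme reaction 120 min at 25 °C after 20 min preincubation. Signal: GDP detection by fluorescence polarization. Read-out basis: percent inhibition of GAP-stimulated GDP formation, scaled between DMSO and no-Arfgap1 medians.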
* hit, by the source's call; i = inactive; · = not tested or not shown.

Sequence of screens: Tn6 DDE FP	PLCg1 inh	MBD2 inh	ASAP1 GAP inh	PLCb3 inh	KLK7 zymogen act	ADAM17 inh	Tn7 DDE FP	UHRF1 MBD2 ctr	ARFGAP1 inhibitor
COc1cc(F)cc(-c2ccc3c(c2)c(-c2cccs2)c(-c2cc(OC)cc(OC)c2)n3C)c1
 : 8	-18	-7	1	-26	0.6	-6	2	-2	8
Cc1cccc(C(=O)N[C@H](C(=O)OCc2cc(=O)n3c(n2)sc2ccccc23)C(C)C)c1
 : 1	-6	12	-9	-7	-0.3	-3	-8	20	4
Cn1c(NCc2c[nH]c3ccccc23)nc2ccccc21
 : 11	1	0	-1	1	-0.1	-3	0	-2	6
COc1cc(C)ccc1S(=O)(=O)NC(=O)C1(C)CCN1C(=O)C1(c2ccc(Cl)cc2)CCC1 (stereo not given)
 : -3	0	-1	-20	-2	0.4	-2	0	1	0
CC(C)CNC(=O)C1(C)CCCN1Cc1ccc(OC(F)(F)F)cc1 (stereo not given)
 : -3	-2	-1	8	2	0.1	0	2	0	0
CCOC(=O)N1CCN(C(=O)C[C@H]2C[C@@]3(C(=O)OC)C(=C[C@H](C(C)(C)C)O[C@@H]3C)N(Cc3ccc(Cl)cc3Cl)C2=O)CC1
 : 11	0	0	·	4	0.9	3	5	1	·
CC(C)(CNC(=O)C1CCN(S(=O)(=O)c2cc([N+](=O)[O-])ccc2Cl)CC1)N1CCOCC1
 : 3	-3	2	7	2	0.7	1	-2	-2	-11
Cc1cc(Br)cc(Br)c1OCC(=O)NNC(=O)c1ccoc1C
 : 4	2	1	-10	-10	0.5	-1	0	1	-4
CCOc1ccccc1NC(=O)N1CCCC1C(=O)Nc1ccc(-n2cnnn2)c(C)c1 (stereo not given)
 : 1	0	8	3	3	0.9	-3	5	20	-2
Cc1ccc2c(c1)C(CS(=O)(=O)NCc1ccccc1)NC2 (stereo not given)
 : 1	-9	-2	·	-12	-0.1	-5	-3	-4	·
CC(OC(=O)C1CC(=O)N(Cc2ccco2)C1)C(=O)Nc1cccc(C#N)c1 (stereo not given)
 : 6	0	-1	3	-4	0.4	-2	-4	0	-2
Cc1cnc(NC(=O)CSc2nnc(COc3ccccc3)o2)s1
 : 1	0	2	0	-6	0.0	0	-4	-1	0
CCn1c(=S)[nH]c2nc3c(cc2c1=O)CCCC3
 : -3	1	-1	-2	1	0.6	-2	-7	-3	5
COc1cc(OC)c(-c2nc(-c3ccncc3)no2)cc1OC
 : -10	-6	3	14	-8	0.6	-3	4	-5	1
CCOc1ccc(C(=O)NCC(=O)OCCCC(=O)c2ccc(F)cc2)cc1OCC
 : -3	-3	0	-4	-12	0.8	-6	10	0	10
Cc1ccccc1CN1CCN(CC(=O)NCc2ccc3c(c2)OCO3)C1=O
 : 6	0	-4	-2	-2	0.6	-1	5	4	-6
C=CC[C@H](CC(=O)OC(C)(C)C)C(=O)OC[C@@H]1CCCN1C(=O)[C@H](CC=C)CC(=O)N[C@H](CO)Cc1ccccc1
 : -1	5	2	-5	4	1.0	2	-4	2	-21
Cc1nn(-c2ccccc2)c(C)c1CNC(=O)c1ccc(S(=O)(=O)NCc2ccco2)cc1
 : -3	-1	-3	1	-4	-0.4	-1	3	0	-4
COc1ccc(S(=O)(=O)N(CC(C)C)C2CCS(=O)(=O)C2)cc1OC (stereo not given)
 : -6	3	1	-9	3	-0.1	-2	1	2	-2
CC1CN(C2CC(C)(C)NC(C)(C)C2)CCC1=O (stereo not given)
 : 0	0	6	12	-1	0.1	-6	3	3	2
COCC(C)(C)COS(N)(=O)=O
 : 0	3	-3	-1	5	0.1	-3	-2	-4	2
Cc1ccc(C)c(NC(=S)N2CCN(c3cccc(C(F)(F)F)c3)CC2)c1
 : -2	7	2	0	7	-0.6	-1	-4	-2	6
NS(=O)(=O)c1cccn1-c1ncc(C(F)(F)F)cc1Cl
 : -2	-1	8	-1	-34	-0.1	-6	1	-1	-8
O=C(COC(=O)c1cc2ccccc2cc1O)Nc1cccnc1Cl
 : -1	-47	0	-2	-57	6.2	-2	-4	-1	8
O=C(NNC(=S)Nc1ccccc1)c1cccc(S(=O)(=O)N2CCOCC2)c1
 : 3	-1	4	14	0	0.4	-2	2	1	-1
CCOC(=O)c1c(C)[nH]c(C(=O)COC(=O)CCNS(=O)(=O)c2ccc(NC(C)=O)cc2)c1C
 : -1	0	1	9	-9	-0.6	0	7	2	-8
CC(=O)N1CCN(S(=O)(=O)c2cccc(C(=O)NNC(=O)COc3ccc(F)cc3)c2)CC1
 : 7	0	1	-4	-5	0.5	3	-4	0	12
CCOc1ccc(NC(=O)C(CC(=O)O)Cc2ccc(C)cc2)cc1 (stereo not given)
 : 7	-2	-6	3	-7	0.1	-5	-3	0	-2
CCOC(=O)c1c(C)[nH]c2cc(Br)c(O)cc12
 : 1	2	-5	7	1	0.3	2	-5	-1	-7
COC(=O)c1ccc(CN2CCN(CCC(C)C)C(CCO)C2)cc1 (stereo not given)
 : 0	5	0	3	0	0.4	0	-3	0	9

Molecules above that have fluorine (6):
Sequence of screens: Tn6 DDE FP	PLCg1 inh	MBD2 inh	ASAP1 GAP inh	PLCb3 inh	KLK7 zymogen act	ADAM17 inh	Tn7 DDE FP	UHRF1 MBD2 ctr	ARFGAP1 inhibitor
COc1cc(F)cc(-c2ccc3c(c2)c(-c2cccs2)c(-c2cc(OC)cc(OC)c2)n3C)c1
 : 8	-18	-7	1	-26	0.6	-6	2	-2	8
CC(C)CNC(=O)C1(C)CCCN1Cc1ccc(OC(F)(F)F)cc1 (stereo not given)
 : -3	-2	-1	8	2	0.1	0	2	0	0
CCOc1ccc(C(=O)NCC(=O)OCCCC(=O)c2ccc(F)cc2)cc1OCC
 : -3	-3	0	-4	-12	0.8	-6	10	0	10
Cc1ccc(C)c(NC(=S)N2CCN(c3cccc(C(F)(F)F)c3)CC2)c1
 : -2	7	2	0	7	-0.6	-1	-4	-2	6
NS(=O)(=O)c1cccn1-c1ncc(C(F)(F)F)cc1Cl
 : -2	-1	8	-1	-34	-0.1	-6	1	-1	-8
CC(=O)N1CCN(S(=O)(=O)c2cccc(C(=O)NNC(=O)COc3ccc(F)cc3)c2)CC1
 : 7	0	1	-4	-5	0.5	3	-4	0	12

(more compounds)
Sequence of screens: Tn6 DDE FP	PLCg1 inh	MBD2 inh	ASAP1 GAP inh	PLCb3 inh	KLK7 zymogen act	ADAM17 inh	Tn7 DDE FP	UHRF1 MBD2 ctr	ARFGAP1 inhibitor
O=C(COC(=O)C1CCC1)Nc1ccccc1Sc1ccccc1
 : 6	0	2	3	1	0.5	0	3	-1	3
Cc1[nH]c(=O)[nH]c(=O)c1/C=N/NC(=O)[C@@H](NC(=O)OC(C)(C)C)C(C)C
 : 4	1	-1	0	3	-0.5	0	-4	0	-4
CCN(CC)S(=O)(=O)c1ccc(C)c(NC(=O)CN(C)C)c1
 : -5	-1	0	-10	-1	-0.1	1	2	3	8
O=C1CCCN1CCCNc1nc(NCc2cccs2)nc2ccsc12
 : 5	0	-4	-6	2	-0.5	-6	5	0	8
CN(C)CCN(C(=O)c1ccc2ccccc2c1)c1nc2c(F)cc(F)cc2s1
 : -6	-2	3	6	-12	-0.8	-4	8	3	1
CN(Cc1ccccc1)C(=O)COC(=O)c1ccc2c(c1)OCO2
 : 7	0	0	0	1	0.3	-1	-4	0	0
COc1ccc(Cl)cc1NC(=O)c1noc2c1CCCC2
 : -1	-2	3	-14	-7	-0.1	-6	6	2	10
C/C(O)=C(\C#N)c1nnc2n1CCCCC2
 : 5	1	7	-7	3	-0.7	-3	0	0	6
CN(CC(=O)Nc1ccc2c(c1)OCO2)S(=O)(=O)c1cccs1
 : 9	5	-7	15	-2	0.0	1	-6	-1	11
CC(=O)c1cccc(S(=O)(=O)N2CCCC(c3nc4c(nnn4Cc4ccccc4Cl)c(=O)[nH]3)C2)c1 (stereo not given)
 : -2	8	-2	-17	-3	-0.6	6	3	2	-5
COc1ccc(CNC(=O)/C=C/c2cc3c(cc2Br)OCO3)cc1
 : -1	-13	1	1	-16	0.0	-18	-6	-3	5
COc1ccc(C([O-])=Nc2ccc[n+](-c3nc4ccccc4nc3NS(=O)(=O)c3ccccc3)c2)cc1
 : 7	-2	5	-12	-10	0.2	-4	4	0	-14
CC(OC(=O)c1cccnc1Cl)C(=O)Nc1ccc2c(c1)OCO2 (stereo not given)
 : -9	-2	2	5	-5	0.1	-4	7	0	-11
C=CCOC(=O)N[C@H](c1cccc(OC)c1)[C@H](C)/C=C/CC(=O)OC
 : -4	0	7	·	1	0.1	-3	5	1	·
Cc1ccc(C(=O)OCC(=O)NCc2ccco2)cc1S(=O)(=O)N1CCOCC1
 : 4	-6	2	-6	-8	0.1	-1	4	0	7
CCc1nc2ccc(C(=O)N3CCN(C(=O)c4ccco4)CC3)cn2c1N(C)Cc1ccc(OC)cc1
 : -9	0	1	-7	0	0.3	-2	2	1	6
CCOC(=O)c1ccc(C#Cc2ccc3c(c2)C(C)(C)CCS3)nc1
 : -1	i	3	·	i	-174	-294	6	1	·
COc1ccc(CNCc2ccc(C(F)(F)F)cc2)cc1OC
 : -5	-2	4	1	-7	-0.1	-3	1	3	14
COc1ccc(Cc2nc3ccccc3[nH]c2=O)cc1
 : 1	-8	4	-3	-15	-0.2	-4	-2	0	-5
CCOC(=O)C1=C(N)OC(CCl)=C(C#N)C1c1ccsc1 (stereo not given)
 : 0	-3	-5	-9	-2	-0.6	-3	4	1	-8
O=C(Nc1cc([N+](=O)[O-])ccc1O)c1cccc(NC(=O)c2ccco2)c1
 : 1	5	-1	12	-3	-0.4	1	7	-4	-4
